GSK3 alpha inh: blocks human GSK-3 alpha kinase | inhibition, % at 10 µM | 320,000 compounds, 0.1% hits | ADP-Glo luminescence, 60 min;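 in the data active = inhibition above about 50%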;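 note: GST-tagged GSK-3 alpha with peptide substrate and 25 µM ATP; 0% = DMSO neutral wells and 100% = GW8510 positive control wells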
Target sequence (P49840 whole entry, looked up): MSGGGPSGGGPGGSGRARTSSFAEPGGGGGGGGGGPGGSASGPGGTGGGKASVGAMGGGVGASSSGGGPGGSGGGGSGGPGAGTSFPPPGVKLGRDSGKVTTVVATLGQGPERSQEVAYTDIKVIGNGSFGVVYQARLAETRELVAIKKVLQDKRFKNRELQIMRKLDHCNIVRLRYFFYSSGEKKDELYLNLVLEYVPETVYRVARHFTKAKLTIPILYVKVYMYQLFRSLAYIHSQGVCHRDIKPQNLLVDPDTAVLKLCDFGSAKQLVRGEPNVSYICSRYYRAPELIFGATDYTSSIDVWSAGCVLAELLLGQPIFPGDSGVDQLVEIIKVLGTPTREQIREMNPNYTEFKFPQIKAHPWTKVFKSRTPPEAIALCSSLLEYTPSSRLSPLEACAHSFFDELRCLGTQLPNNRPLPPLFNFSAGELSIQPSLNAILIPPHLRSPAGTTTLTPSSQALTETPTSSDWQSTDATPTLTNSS
Numbers without * were called inactive. An excerpt (hit frequency here may not be typical).

GSK3 alpha inh	mol
-2.2	C[C@H]1CN([C@@H](C)CO)C(=O)c2cccc(NC(=O)Nc3ccc(C(F)(F)F)cc3)c2O[C@@H]1CN(C)Cc1ccc(Cl)c(Cl)c1
0.9	C=CC[C@@H](CC(=O)N[C@@H](CO)Cc1ccccc1)C(=O)N[C@H](COC(=O)[C@@H](CC=C)CC(=O)OC(C)(C)C)Cc1c[nH]c2ccccc12
0.4	COc1ccc(C(CNC(=O)c2cccc(S(=O)(=O)N3CCOCC3)c2)N2CCOCC2)cc1 (stereo not drawn)
8.9	O=c1cc(-c2ccc(O)c(O)c2)oc2c1ccc1ccccc12
-3.2	CCOC(=O)c1cc(C#N)c(SC(C)C(=O)NC2CCCCC2)nc1C (stereo not drawn)
-2.0	COc1cc(OC)cc(C(=O)NNC(=O)CCC2CCCC2)c1
-1.0	COc1cc2c(cc1OC)C(=O)N1[C@H]3c4cc(Cl)ccc4OC[C@@H]3[C@H](c3ccccc3)[C@]1(C)C(=O)N2
-3.3	O=C1C=C(c2cccc(Br)c2)C[C@@H](c2ccc(Cl)cc2)C1
-3.7	C[C@H](CO)N1C[C@H](C)[C@@H](CN(C)Cc2ccc(Oc3ccccc3)cc2)Oc2c(NC(=O)c3ccncc3)cccc2C1=O
-2.9	CC(=O)c1ccc(NC(=O)COC(=O)CC2CC3CCC2C3)cc1 (stereo not drawn)
-1.3	Cc1ccc(S(=O)(=O)N2CCN(C(=O)CSC(=S)N3CCCC3)CC2)c(C)c1
-1.0	COC(=O)c1cc(C(=O)OCC(=O)Nc2ccc(N3CCOCC3)cc2)cc([N+](=O)[O-])c1
-0.2	CC(C)(C)[C@H]1COC(=O)CCC/C=C/C[C@H](CC(=O)NCCO)C(=O)N1
-1.0	O=C(COC(=O)COc1ccc(Cl)cc1)NC1CC1
-1.9	O=C1OC[C@@H]2CCCN2C(=O)[C@H](CC(=O)N(CCO)Cc2ccccc2)C/C=C\CC[C@H]1Cc1ccc(F)cc1
-3.0	CCc1nn2c(=O)cc(COC(=O)c3cc(Cl)c(OC)c(OC)c3)nc2s1
-0.2	CCN(c1ccc(NC(=O)COC(=O)/C=C/c2ccco2)cc1)C(C)C
-0.3	Cc1ccc(NC(=O)COc2cccc3ccccc23)c(O)c1
-1.4	O=C(OCC(=O)N1CCN(C(=O)c2ccco2)CC1)c1cc(F)c(F)cc1Cl
6.2	Cc1cccc(C(=O)NCC(=O)OCC(=O)N2CCN(S(=O)(=O)c3ccc(C)cc3C)CC2)c1
-2.2	COc1ccc(S(=O)(=O)N2CCCCCC2)cc1NC(=O)c1ccccc1F
4.9	CC(C)(C)OC(=O)N1CCC(NC(=O)c2[nH]cnc2C(=O)Nc2cccc(Cl)c2)CC1
0.7	CCN(CC(=O)Nc1c(F)cccc1F)C(=O)CSC(=S)N1CCCC1
-2.6	Cc1ccc(S(=O)(=O)NCCC(=O)NCCc2ccc(S(N)(=O)=O)cc2)cc1C
-2.9	NS(=O)(=O)c1ccc(CCNC(=O)C2CC(=O)N(Cc3ccccc3Cl)C2)cc1 (stereo not drawn)
-0.6	CC(C)n1ncc2c(C(=O)N3CCN(c4ccccc4)CC3)cc(-c3ccccc3)nc21
-0.5	Cc1c(NC(=O)c2cccc(NC(=O)Cc3c(F)cccc3Cl)c2)c(=O)n(-c2ccccc2)n1C
-0.8	CC(=O)N/C(=C\c1ccccc1)C(=O)OCC(=O)Nc1ccc(C)c(S(=O)(=O)N(C)C)c1
1.8	CC(=O)c1ccc(S(=O)(=O)NCC(=O)Nc2nc3ccccc3[nH]2)cc1
-0.1	COc1ccccc1N1CCN(C(=O)C(C)NC(=O)c2ccco2)CC1 (stereo not drawn)
-1.2	Cc1ccc(NC(=O)COC(=O)CCc2c(C)nc3ncnn3c2C)cc1C
-3.9	CN(CC(=O)Nc1ccccc1C(F)(F)F)C(=O)CSc1nnc(N)s1
-1.1	Cc1ccccc1OCC(=O)OCC(=O)NCC1CCCCC1
-0.3	CN(CC(=O)NCCc1ccccc1)CC(=O)Nc1cccc(F)c1
-4.4	CC1CCCC(NC(=O)Cn2cc(Br)ccc2=O)C1C (stereo not drawn)
-1.6	CN(CCOc1ccc(Cl)cc1)C(=O)C1=CC=CN2CCS(=O)(=O)N=C12
-7.8	C=CCNc1nc(C(=O)OC(C)C(=O)c2ccc(C)cc2)cs1 (stereo not drawn)
3.6	CN(CC(=O)Nc1ccc(Cl)cc1F)C1CCS(=O)(=O)C1 (stereo not drawn)
-4.8	O=C(CNC(=O)c1ccccc1)OCC(=O)c1c[nH]c2ccccc12
-0.1	N#CCC(=O)Nc1ccc(C(=O)NNC(=O)CCN2CCN(c3ccccc3)CC2)cc1
0.3	Cn1nc(C(=O)NCC(c2cccs2)N2CCOCC2)c2ccccc2c1=O (stereo not drawn)
3.0	Cc1ccc(NC(=O)CN2C(=O)NC(C)(CC(C)C)C2=O)cc1F (stereo not drawn)
-2.2	CC1CCN(C(=O)CN2C(=O)C(=O)N(C)C2=O)c2ccccc2S1 (stereo not drawn)
-1.7	Cc1ccc(O)c(N=Nc2nccs2)c1
3.4	CCCOc1ccc(C(CC(=O)O)NC(=O)C(c2ccccc2)c2ccccc2)cc1 (stereo not drawn)
-2.5	O=C(CN1C(=O)NC2(CCCC2)C1=O)NNC(=O)c1ccc(Cl)cc1
-0.3	CN1CCN(C(=O)c2ccccc2NS(=O)(=O)c2ccc(F)cc2)CC1
0.6	CC1CCC(NC(=O)CSc2nnnn2C)CC1 (stereo not drawn)
74.4*	O=C(O)c1ccc2c(c1)S(=O)(=O)c1cc(Cl)ccc1C2=O
3.2	O=C(Nc1ccccc1N1CCCCC1)C1CC(=O)N(c2ccccc2F)C1 (stereo not drawn)

Other compounds.
GSK3 alpha inh	mol
6.4	Cc1csc(NC(=O)C(C)Oc2ccc(Cl)cc2C)n1 (stereo not drawn)
0.2	O=C(NCC(=O)N1CCCCCCC1)c1ccc(Cl)cc1
-0.8	Cc1cccc(NC(=O)c2nc[nH]c2C(=O)NCCCCNC(=O)c2[nH]cnc2C(=O)Nc2cccc(C)c2)c1
1.8	Cc1cc(-n2c(C)cc(C(=O)COc3ccc(F)c(F)c3)c2C)no1
1.9	CCCCn1nc(C(=O)Nc2c(C)n(C)n(-c3ccccc3)c2=O)c2ccccc2c1=O
11.0	O=C(NN=Cc1ccc(F)cc1)c1cccc(S(=O)(=O)N2CCCC2)c1
-3.7	COc1cc2c(cc1OC)CN(C(=O)c1ccc(Cl)c(S(=O)(=O)N3CCCC3)c1)CC2
-5.1	Cc1ccc(C)c(OCc2ccc(C(=O)Nc3ccc([N+](=O)[O-])cn3)o2)c1
-0.9	CC(=O)Nc1ccc(S(=O)(=O)NCCC(=O)OCC(=O)NCc2ccccc2)cc1
9.7	COc1ccc(N(C)S(=O)(=O)c2cccc(C(=O)Nc3ccc(N4CCOCC4)cc3)c2)cc1
-1.4	O=C(Nc1ccc2c(c1)OCO2)[C@@H]1CCCN1S(=O)(=O)c1cccc2cccnc12
0.4	O=C(CN(Cc1ccco1)Cc1ccco1)Nc1cc(S(=O)(=O)N2CCCCC2)ccc1Cl
-0.2	CCOc1cc(N2CCOCC2)c(OCC)cc1NC(=O)c1c(-c2ccccc2)noc1C
-1.5	O=C(CN1C(=O)NC(Cc2c[nH]c3ccccc23)C1=O)Nc1ccc(F)cc1F (stereo not drawn)
-2.2	CN(C(=O)COC(=O)C1COc2ccccc2O1)C1(C#N)CCCCC1 (stereo not drawn)
2.8	COc1ccc(NC(=O)COC(=O)CNS(=O)(=O)/C=C/c2ccccc2)cc1OC
2.4	COc1ccc([C@@H]2CC=C(C(=O)O)[C@H](c3ccccc3F)N2S(=O)(=O)c2ccc(C)cc2)cc1OC
-0.4	O=C(CNS(=O)(=O)c1ccccc1F)OCC(=O)c1c[nH]c2ccccc12
-3.3	O=C(CNC(=O)c1cc(Cl)cc([N+](=O)[O-])c1)OCC(=O)N1CCCCC1
-4.4	COc1cc(C(=O)NC(=S)N(CCC#N)Cc2cccnc2)cc(OC)c1OC
-1.0	N#Cc1cc([N+](=O)[O-])ccc1NC(=O)COC(=O)C1CCC(=O)N1 (stereo not drawn)
-1.5	O=C(CN1C(=O)C(=O)N(Cc2ccccc2)C1=O)Nc1ccc(OC(F)F)cc1
1.4	O=C(COC(=O)c1cccc([N+](=O)[O-])c1)Nc1ncc(Br)s1
3.4	CCc1ccccc1NC(=O)CNC(=O)c1cc(C2CC2)nc2c1cnn2C(C)C
-0.1	CC(Sc1n[nH]c(-c2ccccc2F)n1)C(=O)Nc1ccc(S(N)(=O)=O)cc1 (stereo not drawn)

As entered above.
O=C(O)c1ccc2c(c1)S(=O)(=O)c1cc(Cl)ccc1C2=O in GSK3 alpha inh is entered as 74.4*
COc1ccc(C(CNC(=O)c2cccc(S(=O)(=O)N3CCOCC3)c2)N2CCOCC2)cc1 (stereo not drawn) in GSK3 alpha inh is entered as 0.4

Back to the main list; the 7 compounds before the break are reprinted first.
GSK3 alpha inh	mol
-3.3	O=C(CNC(=O)c1cc(Cl)cc([N+](=O)[O-])c1)OCC(=O)N1CCCCC1
-4.4	COc1cc(C(=O)NC(=S)N(CCC#N)Cc2cccnc2)cc(OC)c1OC
-1.0	N#Cc1cc([N+](=O)[O-])ccc1NC(=O)COC(=O)C1CCC(=O)N1 (stereo not drawn)
-1.5	O=C(CN1C(=O)C(=O)N(Cc2ccccc2)C1=O)Nc1ccc(OC(F)F)cc1
1.4	O=C(COC(=O)c1cccc([N+](=O)[O-])c1)Nc1ncc(Br)s1
3.4	CCc1ccccc1NC(=O)CNC(=O)c1cc(C2CC2)nc2c1cnn2C(C)C
-0.1	CC(Sc1n[nH]c(-c2ccccc2F)n1)C(=O)Nc1ccc(S(N)(=O)=O)cc1 (stereo not drawn)
1.4	COc1ccc(CCN(C)C(=O)C(CCSC)NC(=O)c2ccco2)cc1OC (stereo not drawn)
-3.4	CC(C)COC(=O)COc1cc(Cl)c(Cl)cc1Cl
-3.5	Cc1cc(C(=O)COc2cc(F)ccc2[N+](=O)[O-])c(C)n1CC1CCCO1 (stereo not drawn)
2.1	N#CCCN(C(=O)COC(=O)CCC(=O)c1ccc(F)cc1)c1ccccc1
-1.0	O=C(CSc1nnnn1C1CC1)N1CCN(c2ccccc2F)CC1
2.1	Cc1cc(C)cc(S(=O)(=O)Cc2noc(C(=O)NCc3ccccc3)c2C(=O)NCc2ccccc2)c1
-4.4	NC(=O)[C@@H]1CCCN1C(=O)[C@@H](Cc1cnc[nH]1)NC(=O)[C@@H]1CCC(=O)N1
-3.0	CC(OC(=O)[C@@H]1CCCN1C(=O)c1cccs1)C(=O)Nc1cccc([N+](=O)[O-])c1 (stereo partly drawn)
-6.9	COc1ccccc1-n1c(SCC(=O)NC2CCS(=O)(=O)C2)nc2ccccc2c1=O (stereo not drawn)
0.3	CCOc1ccc(/C=C/C(=O)OCC(=O)Nc2cccc(S(=O)(=O)N3CCCC3)c2)cc1
0.8	C[C@H](CO)N1C[C@H](C)[C@@H](CN(C)C(=O)Nc2ccccc2)Oc2c(NC(=O)Nc3ccc4c(c3)OCO4)cccc2C1=O
-3.2	COCCn1c(SCC(=O)NC(=O)NCc2ccccc2)nc2ccccc2c1=O
0.0	CC(=O)OC[C@H]1O[C@@H](O[C@H]2C[C@]3(C)C(C[C@@H](O)C4C([C@]5(C)CC[C@@H](C(C)(C)O)O5)CC[C@]43C)[C@@]3(C)CC[C@H](O)C(C)(C)C23)[C@H](O[C@@H]2O[C@@H](C)[C@H](O)[C@@H](O)[C@H]2O)[C@@H](O)[C@@H]1O (stereo partly drawn)
15.6	CCOc1ccc(NC(=O)CN2C(=O)NC3(CCCC3)C2=O)cc1S(=O)(=O)N1CCCCC1
20.5	CN1CCN(S(=O)(=O)c2ccc(SCCOc3ccc(Cl)cc3)nc2)CC1
-4.0	O=C(C[C@@H]1C/C=C\CCCC(=O)OC[C@@H]2CCCN2C1=O)N[C@H](CO)Cc1ccccc1
-2.3	O=C(C1CCN(S(=O)(=O)c2c(Cl)cccc2Cl)CC1)N1CCCC1
-0.3	COc1ccccc1C(CNC(=O)CNC(=O)c1ccc(C)c(C)c1)N1CCCC1 (stereo not drawn)
-2.8	NC(=O)c1ccccc1[N+](=O)[O-]
6.8	CCN(CC(=O)Nc1c(F)cccc1F)C(=O)c1ccccn1
1.0	C[C@H](NC(=O)c1ncn(C)c1C(=O)N[C@@H](C)c1ccccc1)c1ccccc1
-2.4	CCN(C[C@H]1N[C@@](Cc2ccccc2)(C(=O)OC)[C@H]2C(=O)N(Cc3ccccc3)C(=O)[C@@H]12)C(=O)c1ccc(C)cc1
-8.2	Cc1ccsc1C(=O)NNC(=O)COc1ccc(Br)cc1
-2.1	COc1ccc(S(=O)(=O)N(C)C[C@H]2Oc3ccc(NC(=O)Nc4ccc(C(F)(F)F)cc4)cc3C(=O)N([C@H](C)CO)C[C@@H]2C)cc1
17.2	O=C(COC(=O)C1CCC1)Nc1ccc(Cl)cn1
0.0	CC(C)(C)c1ccccc1NC(=O)CN1C(=O)NC2(CCCCCC2)C1=O
-3.4	CC[C@@H]1C=C(C(=O)O)[C@H](c2ccc(C)cc2)N1S(=O)(=O)c1ccc(C)cc1
-2.5	CCN(CC)CCNc1oc(-c2ccccc2)nc1S(=O)(=O)c1ccccc1
-5.6	Cc1cccc([N+](=O)[O-])c1NC(=O)COC(=O)C1CCCO1 (stereo not drawn)
-3.7	CC(=O)c1c(C)[nH]c(C(=O)NNC(=O)COc2cc(C)ccc2C(C)C)c1C
-5.4	COc1ccccc1NS(=O)(=O)c1cc(NC(=O)c2ccccc2[N+](=O)[O-])ccc1N1CCOCC1
-5.2	O=C(O)C1=CC[C@@H](c2ccc(Cl)cc2)N(S(=O)(=O)c2ccc(Cl)cc2)[C@H]1c1ccccc1
0.4	Cc1nnc(SCC(=O)c2c(N)n(C3CC3)c(=O)[nH]c2=O)n1C
-5.0	CN(C)CCN1C(=O)c2ccccc2C1=O
5.3	COc1ccc(NC(=O)C2CCC2)cc1S(=O)(=O)N1CCOCC1
-4.8	O=S(=O)(NCCc1ccccn1)c1cc(Cl)cc(Cl)c1O
-5.1	CCCC(C)C(=O)Nc1cc(S(=O)(=O)N2CCCCC2)ccc1N1CCOCC1 (stereo not drawn)
-1.2	COc1ccc(NC(=O)COC(=O)c2ccc(-n3nc(C)cc3C)cc2)cc1OC
-2.0	CC(=O)NC12CC3CC(C1)CC(C(=O)OCC(=O)c1cc(C)n(C)c1C)(C3)C2
-2.7	COc1ccc(Cl)cc1C(=O)OCC(=O)c1ccc[nH]1

Screens as filed in PubChem BioAssay.
